# High-throughput results as filed in PubChem BioAssay.
# DT40 TDP1 CPT: growth inhibition of DT40 Tdp1-/-;hTDP1 cells with camptothecin (screen for TDP1 inhibitors); 420,000 compounds, 12% hits; chicken DT40 Tdp1-/-;hTDP1 cells + 20 nM CPT, ATP luminescence, 48 h; Potency, µM (series often up to 46.2 µM), for the others: top-dose activity change, negative = growth inhibition, actives largely listed as inhibitors; also: nearly all actives have a fitted effect of over 55% in size
#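 Chicken DT40 Tdp1-/- cells stably complemented with human TDP1 were seeded at 400 cells/well in medium containing 20 nM camptothecin, exposed to pin-transferred compounds, and grown at 37 °C for at least 48 hr. Viability was read as ATP luminescence.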
# DT40 TDP1 no CPT: qHTS for Inhibitors of human tyrosyl-DNA phosphodiesterase 1 (TDP1): qHTS in cells in absence of CPT; 420,000 compounds, 15% hits; Potency, µM (doses to about 46.2 µM), for inactives: at the highest dose activity change, negative = growth inhibition, actives largely listed as inhibitors; DT40 Tdp1-/- hTDP1 cells, no CPT, ATP luminescence, 48 h; also: nearly all actives have a fitted effect of over 55% in size
#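 Camptothecin absent (DMSO only). Human TDP1-complemented DT40 knockout cells, 400 cells/well, 37 °C for minimum 48 hr; ATP measured via CellTiter-Glo, 30 min dark incubation, luminescence.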
# TDP1 inh: TDP1 (human) enzyme inhibition; Q9NUW8; recombinant TDP1, AlphaScreen DNA substrate cleavage; Potency, µM (titrated, usually from 130 µM), for inactives: top-dose activity change, negative = inhibition, usual class: inhibitors; 350,000 compounds, 0.28% hits; AID 485290; also: nearly all actives have a fitted effect of over 40% in size
#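 Steps: enzyme plus compound, 15 min RT; add biotin/phosphotyrosine-FITC oligonucleotide (15 nM final), react 5 min; add donor/acceptor beads (10 ug/ml final), 10 min; read AlphaScreen. Tdp1 at 1 nM final.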
# Numbers without * were called inactive; ? = inconclusive; & = joins results of further samples; [ ] = another dose, or the depositor's remark. Calls follow the shape of the dose curve; as a rule, active = well fitted curve in the direction sought with a large enough effect; inconclusive = small, poorly fitted or top-dose-only effect, or another doubt; inactive = no such curve, though single readings can be large; an effect the other way counts as inactive or inconclusive. % is scaled to controls: 0 for no effect and ±100 for the full control effect; potency is read from the fitted curve at half-maximal effect.
SMILES,DT40 TDP1 CPT,DT40 TDP1 no CPT,TDP1 inh
Cn1cnc2c1c(=O)[nH]c(=O)n2C,-19.5%&5.2%&10.8%,-8.5%&-6.3%&0.2%,11.1%[56.1 µM]
O=C(COc1ccc(Br)cc1)Nc1ccc(CN2CCOCC2)cc1,?,?,6.3%[56.1 µM]
C/C(=N\NC(=O)c1ccoc1C)c1ccc(Cl)s1,5.2%,4.2%,2.1%[56.1 µM]
Cc1ccccc1NC(=O)CCCSc1nc2ccccc2s1,?,?,1.9%
COc1ccc(S(=O)(=O)N(C(C)=O)c2ccc(OC(C)=O)c3ccccc23)cc1[N+](=O)[O-],3.26µM*,3.66µM*,5.5%
CS(=O)(=O)N1N=C(c2cccs2)CC1c1ccccc1F (centres undefined),0.1%,14.0%,5.4%

# Of the compounds above, these have two or more sulfur atoms.
SMILES,DT40 TDP1 CPT,DT40 TDP1 no CPT,TDP1 inh
Cc1ccccc1NC(=O)CCCSc1nc2ccccc2s1,?,?,1.9%
CS(=O)(=O)N1N=C(c2cccs2)CC1c1ccccc1F (centres undefined),0.1%,14.0%,5.4%

# Complete entries as entered above:
# Record of CS(=O)(=O)N1N=C(c2cccs2)CC1c1ccccc1F (centres undefined) : DT40 TDP1 CPT: 0.1%; DT40 TDP1 no CPT: 14.0%; TDP1 inh: 5.4%
# Record of Cc1ccccc1NC(=O)CCCSc1nc2ccccc2s1 : DT40 TDP1 CPT: ?; DT40 TDP1 no CPT: ?; TDP1 inh: 1.9%
